Growth percent in the NCI-60 one-dose screen (48 h, 10 µM unless noted): 100 = growth as untreated, 0 = no growth, -100 = all killed.
SF-295 – SF-295 CNS cancer cells. 79,000 tested, 5.6% active. AID 1794758
HCT-15 – HCT-15 colon cancer. 82,000 tested, 5.2% active. AID 1794746
SNB-19 – SNB-19 CNS cancer cells. 81,000 tested, 2.5% active. AID 1794751
HCT-116 – HCT-116 colon cancer. 82,000 tested, 7.3% active
SNB-75 – SNB-75 CNS cancer; 79,000 tested, 5% active
HCC-2998 – HCC-2998 colon cancer; AID 1794799; 79,000 tested, 4.7% active
KM12 – KM12 colon cancer cells | 82,000 tested, 5% active | AID 1794800
SF-539 – SF-539 CNS cancer. 81,000 tested, 6.8% active
SW-620 – SW-620 colon cancer. 82,000 tested, 5.2% active
* hit, by the source's call; / = no result given. The calls were made as follows: active = growth percent below 10; inactive = the rest.

Molecule,SF-295,HCT-15,SNB-19,HCT-116,SNB-75,HCC-2998,KM12,SF-539,SW-620
CCOc1ccccc1NC1=C(Cl)C(=O)c2nc(C)ccc2C1=O,91,-77*,46,-79*,101,20,61,-37*,-67*
COc1ccc2c(c1)c(-c1cc(N)n3nc(-c4c[nH]c5ccccc45)cc3n1)cn2C,-77*,-70*,-57*,-86*,-25*,-81*,-75*,-97*,-90*
Cc1ccc(N=Nc2sc(=O)[nH]c2S)cc1,101,97,100,98,/,110,99,103,103
O=C(O)CSC(=S)c1ccccc1,101,116,97,91,108,105,104,97,100
CCCCOC(=O)C(=O)/C(=C\n1c(=S)[nH]c2cc(C)ccc21)C(=O)C=C(C)C,101,108,102,106,87,107,104,101,106
OCNc1nc(NCO)nc(-c2ccccn2)n1,99,103,99,97,85,99,104,106,101
CCCCSC1=C(Cl)CN(c2ccccc2)C1=O,99,101,101,104,105,105,94,97,106
COc1cc(CNC(=O)/C=C/c2ccc3c(c2)OCO3)ccc1OCc1cn(-c2ccc(C#N)cc2)nn1,92,94,82,88,101,104,96,85,/
C(=N\N1CCCCCC1)/c1ccc(/C=N/N2CCCCCC2)cc1,106,85,109,94,116,101,103,101,98
O=c1cn[nH]c2ccc(Br)cc12,107,104,106,98,96,108,99,96,103

Pulled one by one from above:
Molecule,SF-295,HCT-15,SNB-19,HCT-116,SNB-75,HCC-2998,KM12,SF-539,SW-620
COc1ccc2c(c1)c(-c1cc(N)n3nc(-c4c[nH]c5ccccc45)cc3n1)cn2C,-77*,-70*,-57*,-86*,-25*,-81*,-75*,-97*,-90*
O=c1cn[nH]c2ccc(Br)cc12,107,104,106,98,96,108,99,96,103

Further entries
Molecule,SF-295,HCT-15,SNB-19,HCT-116,SNB-75,HCC-2998,KM12,SF-539,SW-620
O=C1Nc2cc(Cl)ccc2/C1=C\c1ccc(OCc2ccc(Br)cc2F)cc1,-83*,6.1*,-41*,-95*,-73*,17,-32*,-88*,-50*
O=C(Oc1ccc(Cl)cc1)c1ccccc1,93,97,105,98,93,116,104,99,101
CCOC(=O)c1c(C)nc2ccccc2c1/C=C/c1ccc(C(F)(F)F)cc1,72,73,78,48,96,80,74,85,85
O=C(Nc1ccc(C(=O)O)c(O)c1)c1ccc(C(=O)Nc2ccc(C(=O)O)c(O)c2)cc1,101,113,93,94,86,88,107,107,98
Clc1ccc(CNc2ccccn2)cc1,95,/,98,101,91,111,106,105,104
Cc1ccc(C(=O)C[n+]2ccccc2)c(O)c1,96,102,101,94,87,107,104,92,102
S=c1[nH]nc(-c2ccc(Cl)cc2)s1,108,96,105,95,108,109,100,99,103
COc1cc2cc(Oc3ccc(NC(=O)Nc4cc(C(F)(F)F)cc(C(F)(F)F)c4)cc3)c(C)nc2cc1OCCN1CCCCC1,-82*,-82*,-92*,-77*,-98*,-94*,-78*,-94*,-84*
c1ccc(-c2nc3ccccc3nc2-c2ccccn2)nc1,100,108,102,110,94,104,104,116,107
Cc1ccc(-c2nc3nc(-c4ccc(Cl)cc4)nc(N4CCCNCC4)c3o2)cc1,85,-82*,-90*,-76*,-10*,-79*,-89*,-96*,-82*
O=C(c1ccccc1)C(c1ccccc1)[n+]1ccccc1 (stereo not given),94,99,113,100,81,95,101,95,113
O=C(O)c1c2c(nc3ccccc13)-c1ccccc1C1(CCCC1)C2,102,96,100,96,83,95,107,90,108
Cc1ccsc1[C@@H]1C[C@H](O)Cc2cc(OC(F)(F)F)ccc2N1,97,96,107,70,106,114,100,85,107
O=C(O)C1C2CCCCC2=C2CCCCC2C1C(=O)Nc1nccs1 (stereo not given),94,107,96,103,68,116,107,/,98
Nc1ccc(S(=O)(=O)Nc2nccs2)cc1N=Nc1ccccc1[N+](=O)[O-],110,98,96,95,89,/,106,99,104
O=C1c2ccccc2C(=O)N1CCCCCCN1C(=O)c2ccccc2C1=O,123,98,103,104,102,101,113,94,115
O=C1N=c2cc3c(cc2=C/C1=C/c1sc(=S)n(CCc2ccc(O)cc2)c1O)OCCO3,101,10.0*,23,7.5*,61,29,53,96,5.9*
O=C(/C=C/C(=O)c1ccccc1)c1ccccc1,99,79,109,88,104,107,111,114,/
Nc1nn2c(C=O)c(-c3ccccc3)nc2s1,71,100,112,106,86,100,83,98,120
CCc1ccc(Oc2c(-c3ccc(OCc4ccc(Cl)cc4)cc3O)nn(C)c2C(F)(F)F)cc1,-11*,4.9*,18,-62*,-0.9*,13,-5.2*,2.7*,7.3*

Only KM12 and SW-620 (two entries from above):
canonical_smiles | KM12 | SW-620
O=C(O)C1C2CCCCC2=C2CCCCC2C1C(=O)Nc1nccs1 (stereo not given) | 107 | 98
Nc1ccc(S(=O)(=O)Nc2nccs2)cc1N=Nc1ccccc1[N+](=O)[O-] | 106 | 104

Complete entries, quoted from the list. Order of values: SF-295, HCT-15, SNB-19, HCT-116, SNB-75, HCC-2998, KM12, SF-539, SW-620
Nc1ccc(S(=O)(=O)Nc2nccs2)cc1N=Nc1ccccc1[N+](=O)[O-] across the screens: 110, 98, 96, 95, 89, /, 106, 99, 104
O=C(O)C1C2CCCCC2=C2CCCCC2C1C(=O)Nc1nccs1 (stereo not given) across the screens: 94, 107, 96, 103, 68, 116, 107, /, 98
Cc1ccsc1[C@@H]1C[C@H](O)Cc2cc(OC(F)(F)F)ccc2N1 across the screens: 97, 96, 107, 70, 106, 114, 100, 85, 107
CCc1ccc(Oc2c(-c3ccc(OCc4ccc(Cl)cc4)cc3O)nn(C)c2C(F)(F)F)cc1 across the screens: -11*, 4.9*, 18, -62*, -0.9*, 13, -5.2*, 2.7*, 7.3*
Nc1nn2c(C=O)c(-c3ccccc3)nc2s1 across the screens: 71, 100, 112, 106, 86, 100, 83, 98, 120

Later entries.
Molecule,SF-295,HCT-15,SNB-19,HCT-116,SNB-75,HCC-2998,KM12,SF-539,SW-620
O=C(O)CSc1ncnc2nc[nH]c12,102,108,106,96,94,108,99,98,111
CCCCOC(=O)OCc1cc(=O)c(O)co1,96,106,99,106,91,106,104,100,103
Cc1cc(N(CCNc2ccnc3cc(Cl)ccc23)Cc2ccccn2)nc(N2CCCCC2)n1,70,56,90,27,69,105,79,65,70
COc1ccc(-c2nc(SCC(=O)Nc3ccc(/C(C)=N/O)cc3)[nH]c(=O)c2C#N)cc1,101,109,91,79,90,100,100,91,106
CCN(CC)CCCNC(=O)c1noc2cc([N+](=O)[O-])ccc12,105,101,101,109,91,100,106,100,98
FC(F)(F)Oc1ccc2c(c1)CC1C[C@@H](c3cccc4ccccc34)N2O1 (stereo not given in full),99,84,99,70,82,81,83,118,87
CC(Br)c1nc2ccccc2cc1C(N)=O (stereo not given),/,99,105,106,88,102,105,103,110
COC(=O)[C@@H]1CSCN1C(=O)C1=C(C)NC(=S)NC1c1ccc(O)c(OC)c1 (stereo not given in full),127,100,111,104,75,128,113,106,106
O=[N+]([O-])c1ccc(NCC(Br)CBr)c([N+](=O)[O-])c1 (stereo not given),/,82,91,92,62,100,104,85,93
COc1ccc(NCCCCN2C(=O)c3ccccc3OC=C2c2ccccc2)cc1,90,88,89,51,101,107,90,102,89

Other compounds:
Letter code – A = SF-295; B = HCT-15; C = SNB-19; D = HCT-116; E = SNB-75; F = HCC-2998; G = KM12; H = SF-539; I = SW-620
Cc1ccc(-c2cc(-c3nnc(SCC(=O)c4ccccc4)o3)c3ccccc3n2)cc1
  A = 99 | B = 96 | C = 101 | D = 99 | E = 57 | F = 100 | G = 94 | H = 94 | I = 101

CC(=O)Cc1nn(Cc2ccccc2)[nH]c1=O
  A = 113 | B = 116 | C = 94 | D = 115 | E = 92 | F = 109 | G = 134 | H = 99 | I = 112

COc1ccccc1C1SCC(=O)N1NC(=O)c1ccc(C)nc1 (stereo not given)
  A = 102 | B = 98 | C = 94 | D = 96 | E = 97 | F = 96 | G = 88 | H = 101 | I = 102

Cc1ccc2nc[nH]c2c1
  A = 101 | B = 99 | C = 108 | D = 96 | E = 105 | F = 97 | G = 103 | H = 107 | I = 108

CCOC(=O)c1cncc(C(=O)OCC)c1
  A = 99 | B = 100 | C = 96 | D = 108 | E = 85 | F = 99 | G = 106 | H = 99 | I = 105

Cc1sc(NC(=O)c2ccccc2)c(C(c2cccs2)N2CCN(c3ccccc3)CC2)c1C (stereo not given)
  A = 96 | B = 98 | C = 68 | D = 109 | E = 85 | F = / | G = 76 | H = 90 | I = 100

O=S(=O)(c1ncsc1-c1ccccc1)N1CCCCC1
  A = 96 | B = 98 | C = 100 | D = 97 | E = 87 | F = 104 | G = / | H = 105 | I = 104

COc1ccc(-c2cn3c(-c4ccc(OC)cc4)cnc3c(Oc3ccc4c(C)cc(=O)oc4c3)n2)cc1
  A = 23 | B = 63 | C = / | D = 34 | E = 14 | F = 77 | G = 43 | H = -21* | I = 39

CC1=C(Nc2ccccc2)C(=O)OC1C (stereo not given)
  A = 54 | B = 99 | C = 95 | D = 78 | E = 92 | F = 92 | G = 77 | H = 103 | I = 89

O=C(/C=C\c1ccc2ccccc2n1)c1cc(Cl)ccc1O
  A = 70 | B = 74 | C = / | D = 49 | E = 91 | F = 84 | G = 74 | H = 87 | I = 29

NC(=O)Cc1ccc2ccccc2c1
  A = 112 | B = 115 | C = 106 | D = 104 | E = 87 | F = 108 | G = 114 | H = 114 | I = 107

O=CN1N=C(c2ccc(Nc3nc(NCCO)nc(NCCO)n3)cc2)CC1c1ccc(Cl)cc1 (stereo not given)
  A = 101 | B = 103 | C = 94 | D = 100 | E = 91 | F = 105 | G = 102 | H = 93 | I = 104

Cc1ccc(NC(=O)N(CCO)N=O)cc1
  A = 102 | B = 101 | C = 109 | D = 105 | E = 109 | F = 115 | G = 96 | H = 107 | I = 102

CN1CC=C(c2cc(NC(=O)Nc3ccc(Oc4ccnc(NC(=O)C5CC5)c4)c(F)c3)cc(C(F)(F)F)c2)CC1
  A = -9.6* | B = 5.4* | C = 2.0* | D = -11* | E = -76* | F = 12 | G = -11* | H = -48* | I = -0.1*

CC1(C)CC[C@]2(CO)CC[C@]3(C)C([C@H](O)C[C@@H]4[C@@]5(C)CC[C@H](O)C(C)(C)[C@@H]5CC[C@]43C)[C@@H]2C1 (stereo not given in full)
  A = 99 | B = 105 | C = 96 | D = 102 | E = 117 | F = 109 | G = 104 | H = 104 | I = 104

CCOC(=O)c1cnn(CC(O)c2ccc(F)cc2)c1NC(=O)Nc1ccccc1F (stereo not given)
  A = 92 | B = 103 | C = 98 | D = 89 | E = 82 | F = 115 | G = 94 | H = 95 | I = 101

S=C(c1ccccc1)N1CCN(c2ccccc2)CC1
  A = 89 | B = 91 | C = 96 | D = / | E = 87 | F = / | G = 97 | H = 102 | I = 106

CC(C)SCC(=O)SC(=O)Nc1cccc(Cl)c1
  A = 101 | B = 101 | C = 104 | D = 105 | E = 102 | F = 97 | G = 101 | H = 107 | I = 110

COC(=O)[C@]12CCC(C)(C)C[C@H]1C1=CC[C@@H]3[C@@]4(C)C/C(=C\c5cccnc5)C(=O)NC(C)(C)[C@@H]4CC[C@@]3(C)[C@]1(C)CC2
  A = 91 | B = 94 | C = 90 | D = 78 | E = 84 | F = 101 | G = 92 | H = 94 | I = 96

O=Nc1ccc(O)c(/C=N/O)c1
  A = 98 | B = 107 | C = 105 | D = 113 | E = 96 | F = 96 | G = 97 | H = 102 | I = 105

CCCCCC(=O)N1CCOCC1
  A = 98 | B = 99 | C = 98 | D = 106 | E = 91 | F = 122 | G = 105 | H = 102 | I = 110

Cc1ccccc1C1CC(=O)c2ccccc2C1C (stereo not given)
  A = 96 | B = 97 | C = 95 | D = 95 | E = 85 | F = 104 | G = 107 | H = 93 | I = 99

FC(F)(F)C(C(Cl)Cl)C(Cl)(Cl)Cl (stereo not given)
  A = 85 | B = 105 | C = 99 | D = 110 | E = 84 | F = 100 | G = / | H = 103 | I = 108

N#CC(c1ccccc1)N(CCc1ccccc1)C(=O)Oc1ccccc1 (stereo not given)
  A = 99 | B = 96 | C = 99 | D = 100 | E = 98 | F = 104 | G = 96 | H = 104 | I = 91

CCN(C(=O)CCl)c1ccccc1
  A = 112 | B = 110 | C = 109 | D = 103 | E = 91 | F = 95 | G = 108 | H = 109 | I = 111

COc1cc(OC)cc(C2C(C#N)=C(N)Oc3c2ccc2ccc(O)cc32)c1 (stereo not given)
  A = 23 | B = 4.6* | C = 27 | D = 4.2* | E = 72 | F = 7.8* | G = 5.8* | H = -9.0* | I = 26

CCCCCCCCCCCCCCCCCC1=NC(C)(C)CN1CCO
  A = -2.4* | B = -55* | C = 38 | D = -67* | E = / | F = -88* | G = -76* | H = -81* | I = -60*

CC(=O)OCC1O[C@@H](OC(C)=O)[C@@H](NC(=O)NS(=O)(=O)c2ccc(CCNC(=O)c3ccccc3)cc2)C(OC(C)=O)[C@@H]1OC(C)=O (stereo not given in full)
  A = 99 | B = 102 | C = 101 | D = 108 | E = 87 | F = 108 | G = 115 | H = 94 | I = 107

COc1cccc(C(=O)N2CCc3ccccc32)c1OC
  A = 102 | B = 100 | C = 103 | D = 102 | E = 85 | F = 98 | G = 105 | H = 92 | I = 108

COC(=O)C1CCCCCCC1=O (stereo not given)
  A = 91 | B = 102 | C = 100 | D = 109 | E = 110 | F = 99 | G = 113 | H = 102 | I = 104

High-throughput results as filed in PubChem BioAssay.
